# MazF activator: activators of E. coli MazEF toxin-antitoxin RNase, primary screen, biochemical, fluorescence, uHTS; FAM/BHQ RNA-DNA oligo cleavage fluorescence, 5 h; activation, % at 20 µM; 0.32% of 350,000 active; AID 504720, 2011; in the data active = activation above about 50%
# Target sequence (P0AE70 whole entry, looked up): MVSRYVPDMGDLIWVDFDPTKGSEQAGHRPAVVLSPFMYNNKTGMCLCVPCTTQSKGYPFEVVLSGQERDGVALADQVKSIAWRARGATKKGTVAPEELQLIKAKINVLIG
# Rv3671c inh: Rv3671c serine protease inhibitors, primary screen, biochemical, fluorescence polarization, M. tuberculosis H37Rv. P9WHR9. inhibition, % at 5.96 µM. 0.048% of 320,000 active; in the data active = inhibition above about 38%;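 also: extracellular domain of Rv3671c used as enzyme; 0% = enzyme with DMSO and 100% = no enzyme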
# Target sequence (P9WHR9 whole entry, looked up, the tested form may be a part): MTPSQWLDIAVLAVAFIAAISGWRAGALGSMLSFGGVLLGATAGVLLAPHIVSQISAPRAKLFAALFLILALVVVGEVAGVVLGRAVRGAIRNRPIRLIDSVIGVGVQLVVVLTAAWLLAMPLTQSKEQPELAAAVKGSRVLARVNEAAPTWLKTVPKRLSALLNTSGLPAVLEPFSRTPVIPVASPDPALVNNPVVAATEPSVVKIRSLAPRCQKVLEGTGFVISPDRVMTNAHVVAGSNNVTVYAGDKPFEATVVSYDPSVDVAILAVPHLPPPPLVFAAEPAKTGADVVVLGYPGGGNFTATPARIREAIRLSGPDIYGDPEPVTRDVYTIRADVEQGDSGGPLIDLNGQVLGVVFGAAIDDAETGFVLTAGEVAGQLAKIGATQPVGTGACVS
# DUSP3 inh: VHR1 phosphatase inhibitors, primary screen, biochemical, absorbance, uHTS; recombinant VHR phosphatase, pNPP absorbance; inhibition, % at 13.3 µM; 0.52% of 290,000 active; AID 1654, 2009; in the data active = inhibition above about 50%; also: some compounds called inactive have numbers as strong as hits
# Target sequence (P51452 whole entry, looked up): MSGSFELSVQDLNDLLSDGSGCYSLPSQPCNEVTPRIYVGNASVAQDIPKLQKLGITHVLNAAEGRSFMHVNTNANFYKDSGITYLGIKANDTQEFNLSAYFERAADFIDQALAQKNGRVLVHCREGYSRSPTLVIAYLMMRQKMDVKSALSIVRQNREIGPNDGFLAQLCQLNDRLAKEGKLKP
# Y pestis TopoI: Yersinia pestis topoisomerase I inhibitors, primary screen, biochemical, cleavage product accumulation, plate reader, single point | 0.064% of 360,000 active | DNA topoisomerase I (Yersinia pestis CO92) | activity, % at 10 µM | Y. pestis Topo-I cleavage product accumulation | AID 504884, 2011; in the data active = activity above about 50%, passing the limit was not always enough; also: inactives centre near 2
# BH1578 lux ind: inducers of Vibrio cholerae quorum light production without autoinducers, primary screen, BH1578 luxS cqsA deficient, single point; V. cholerae BH1578 lux reporter, luminescence, 6 h; activation, % at 18.7 µM; 0.16% of 350,000 active; in the data active = activation mostly above about 9.7%, no sharp cut-off; also: not every result past the cut was called active; inactives centre near 0; reference of the scale not given here
# SARS 3CLpro inh: SARS-CoV 3CLpro protease inhibitors, primary screen, biochemical, quenched FRET; Replicase polyprotein 1ab (Severe acute respiratory syndrome coronavirus), P0C6X7; recombinant SARS-CoV 3CLpro, quenched FRET peptide cleavage; inhibition, % at 6 µM; 0.14% of 290,000 active; AID 1706, 2009; in the data active = inhibition above about 12%
# SSB-PriA inh: inhibitors of Klebsiella pneumoniae PriA binding to SSB C-terminal tail, primary screen, biochemical, AlphaScreen | PriA–SSB C-terminal tail interaction (Klebsiella pneumoniae) | AlphaScreen SSBct-PriA binding, biotinylated peptide | inhibition, % at 33 µM | 0.6% of 430,000 active | AID 1272365, 2023; in the data active = inhibition mostly above about 37%, no sharp cut-off; inactive = mostly below about 20%;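 also: plate controls were negative control peptide for no effect and reference peptide for full effect; strong numbers were not always called active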
# PrPC TRFRET: inhibitors of human cell surface prion protein PrPC, primary screen, cell-based, TR-FRET. Major prion protein (Homo sapiens), P04156. TR-FRET read-out. inhibition, % at 13.8 µM. 0.43% of 370,000 active. AID 720596, 2013; in the data active = inhibition above about 24%; also: 0% = median of the test wells and 100% = reference compound wells
# CCHF vOTU inh: CCHFV vOTU protease inhibitors, primary screen, biochemical, Pep-AMC substrate, fluorescence; inhibition, % at 11.5 µM; 0.55% of 370,000 active; in the data active = inhibition above about 30%; also: 0% = vehicle wells with enzyme and 100% = no enzyme wells
# TcdB GH inh: TcdB glycohydrolase inhibitors, primary screen, biochemical, single point, plate reader. Toxin B (Clostridioides difficile), P18177. TcdB glycohydrolase enzymatic assay. 0.24% of 350,000 active. AID 652162, 2013. inhibition, % at 9.99 µM; in the data active = inhibition above about 10%
# Numbers without * were called inactive; i = inactive; . = no result given; & = joins results of further samples.
[1] CCCCC(=O)NC(c1ccc([N+](=O)[O-])cc1)c1c(O)ccc2ccccc12 (stereo not given)
[2] Cc1cc(C)cc(-n2c3ccc(NC(=O)Cc4cccc5ccccc45)cc3c(=O)n2C)c1
[3] CN(CCNC(=O)c1cccc(N2CCCC2=O)c1)Cc1ccccc1
[4] CN(Cc1cnccn1)C(=O)CC1C(=O)NCCN1Cc1c(F)cccc1Cl (stereo not given)
[5] N#C/C(=C\c1cc2ccccc2nc1N1CCCCC1)C(N)=O
[6] CCOc1cccc(-c2ccc3nncn3c2)c1
screen / no.,1,2,3,4,5,6
BH1578 lux ind,-0.7,-0.4,-25.4,2.3,i,-0.2
Rv3671c inh,-5.0,.,-0.4,3.1,-7.9,.
PrPC TRFRET,6.2,-0.8,-6.3,5.4,6.7,-10.3
SSB-PriA inh,6.1,.,-11.6,-1.7,-3.4,.
SARS 3CLpro inh,9.1,.,-0.7,0.9,2.9,.
Y pestis TopoI,2.2,24.1,-3.9,5.9,-2.1,-6.2
DUSP3 inh,-14.2,.,23.2,19.4,-3.6,.
TcdB GH inh,0.6,0.4,.,-0.5,1.3,1.0
MazF activator,4.0,.,3.7,-0.3,3.6,.
CCHF vOTU inh,15.1,-5.8,-2.1,-4.3,-21.4,4.9

[7] COC(=O)c1ccccc1NS(=O)(=O)c1ccc(NC(C)=O)cc1
[8] C=CCn1c(N)nc2ccccc21
[9] O=c1oc(-c2cccs2)nc2scc(-c3cccs3)c12
[10] Cc1ccc(-n2c(O)c(C=Nc3ccccc3-c3n[nH]c(=S)[nH]c3=O)c3ccccc3c2=O)cc1C
[11] CCN(CC)S(=O)(=O)c1cc(NS(=O)(=O)c2cccc(C(=O)O)c2)ccc1C
[12] COC(=O)c1cc2nc(-c3ccccc3)cc(C)n2n1
screen / no.,7,8,9,10,11,12
BH1578 lux ind,-0.5,0.0,-0.4,i,-0.3,0.5
Rv3671c inh,-8.2,0.2,-2.6,.,-2.2,2.0
PrPC TRFRET,-0.5,3.5,-1.0,-19.0,3.2,-7.6
SSB-PriA inh,-8.6,-14.7,-10.9,-1.7,-9.1,-15.7
SARS 3CLpro inh,-1.1,0.0,-5.2,-2.4,0.3,4.3
Y pestis TopoI,-3.8,2.9,3.3,7.3,0.1,4.1
DUSP3 inh,9.1,21.3,-1.0,8.5,5.9,-11.0
TcdB GH inh,-0.4,.,.,-0.2,5.2,.
MazF activator,-8.0,14.8,11.3,8.9,7.1,1.1
CCHF vOTU inh,-2.5,3.8,4.5,8.7,3.6,-9.5

[13] COC(=O)[C@@H]1CC(O)CN1C(=O)C12CC3CC(CC(C3)C1)C2 (stereo not given in full)
[14] O=c1[nH]c(N2CCN(Cc3ccc4c(c3)OCO4)CC2)nc2c1CCC2
[15] COc1ccc(/C=C/C(=O)c2sc(-c3ccccc3)nc2C)cc1
[16] O=C(O)c1ccccc1NS(=O)(=O)c1ccc(N/N=C/c2ccc(O)c(O)c2)c([N+](=O)[O-])c1
[17] c1cc(-c2cc3nc(NC4CCCCC4)ccn3n2)ccc1OCCN1CCOCC1
[18] CCOC(=O)C1CCN(S(=O)(=O)c2ccc(Cl)cc2OC)CC1
screen / no.,13,14,15,16,17,18
BH1578 lux ind,i,i,i,0.7,-0.2,2.5
Rv3671c inh,.,1.4,-10.8,.,.,0.4
PrPC TRFRET,-1.6,6.7,2.1,-16.6,8.0,-2.0
SSB-PriA inh,-9.3,9.5,-13.6,.,.,-20.4
SARS 3CLpro inh,-0.6,-3.8,1.7,.,.,1.3
Y pestis TopoI,5.2,3.7,5.4,-5.7,31.6,3.4
DUSP3 inh,3.5,18.2,-0.1,.,.,2.4
TcdB GH inh,0.0,.,.,-14.3,0.1,.
MazF activator,-0.9,5.4,3.3,7.2,.,-3.7
CCHF vOTU inh,-14.7,-7.3,-1.2,42.1*,-10.9,-3.5

[19] COc1cc2c(cc1NC(=O)CN(C)Cc1cccc(OC)c1OC)oc1ccccc12
[20] CCOC(=O)c1cnn2c(N)c(C#N)cnc12
[21] COc1ccc2cc([C@H](C)C(=O)N(C)Cc3ccccc3N3CCCC3)ccc2c1
[22] Cc1ccccc1C1NS(=O)(=O)N=C1N (stereo not given)
[23] O=C(Nc1ccccc1)c1ccc(S(=O)(=O)Nc2cccc(O)c2)cc1
[24] Cc1ccc(-c2nn(CCC(=O)NCC3CCCO3)c(=O)c3ccccc23)cc1 (stereo not given)
screen / no.,19,20,21,22,23,24
BH1578 lux ind,i,0.3,-0.5,i,-0.3,i
Rv3671c inh,-7.0,-13.0,-20.1,1.9,-21.1,9.7
PrPC TRFRET,9.3,-4.3,5.6,5.4,-2.8,-0.1
SSB-PriA inh,1.6,5.1,3.4,-16.1,7.0,-14.2
SARS 3CLpro inh,-4.7,-0.4,5.6,2.9,-0.3,-3.9
Y pestis TopoI,13.0,2.4,34.8,-1.9,-1.1,1.5
DUSP3 inh,1.7,1.2,3.0,18.9,-13.5,5.0
TcdB GH inh,.,0.3,-0.1,.,1.7,.
MazF activator,-5.8,3.3,-22.7,-5.3,-2.2,-2.1
CCHF vOTU inh,9.5,-15.2,5.3,10.0,0.0,4.5

[25] COc1ccc(NS(=O)(=O)c2ccc(Oc3c(C#N)cccc3C#N)cc2)cc1
[26] CC(C)C(C(=O)NCC1CCCO1)N(Cc1ccco1)C(=O)CNS(=O)(=O)c1ccc(F)cc1 (stereo not given)
[27] CC1(C)CC(=O)c2c(-c3cccnc3)n[nH]c2C1
[28] O=C1C2C3C=CC(C4CC34)C2C(=O)N1/N=C/c1ccc(-c2ccc(Cl)cc2[N+](=O)[O-])o1 (stereo not given)
[29] CC(=O)NC(Cc1cc(C)ccc1C)C(=O)N1CCN(C(=O)Nc2ccc(C(C)=O)cc2)CC1 (stereo not given)
[30] O=C(O)c1ccc(-n2cccc2/C=N\NC(=O)c2cc3cc(Br)ccc3o2)cc1
screen / no.,25,26,27,28,29,30
BH1578 lux ind,-0.6,-0.4,-1.3,i,2.2,-0.3
Rv3671c inh,-3.1,2.5,1.6,2.1,5.6,5.1
PrPC TRFRET,13.2,-3.9,-3.2,-8.6,-3.7,-3.9
SSB-PriA inh,-11.6,6.6,-15.4,.,-9.2,.
SARS 3CLpro inh,-6.1,1.9,-5.1,1.3,-2.4,-0.5
Y pestis TopoI,-9.0,-0.3,-1.2,6.5,3.0,-15.9
DUSP3 inh,8.7,48.3,17.8,19.0,-31.1,24.6
TcdB GH inh,2.4,.,0.8,.,.,-0.2
MazF activator,-0.2,9.1,-2.3,4.9,-5.7,-0.4
CCHF vOTU inh,-3.0,9.4,12.8,14.0,-5.6,18.2

[31] Cc1nc(SCC(=O)Nc2nc3ccccc3s2)n[nH]1
[32] C=CCNc1oc(C2CCCC2)nc1C#N
[33] COc1ccc(C(=O)N2CCN(S(=O)(=O)c3ccccc3)CC2)c(OC)c1
[34] CN1CCN(Cc2nc3ccccc3n2C)CC1CCO (stereo not given)
[35] CC(C)C(c1nnnn1CCc1ccccc1)N1CCOCC1 (stereo not given)
[36] COc1ccc(S(=O)(=O)N2CCC(C(=O)N[C@@H](C)C(=O)NCc3cccnc3)CC2)cc1
screen / no.,31,32,33,34,35,36
BH1578 lux ind,i,-0.7,-8.4,i,i,0.0
Rv3671c inh,1.3,6.4,13.2,-1.4,8.5,.
PrPC TRFRET,5.7,3.6,6.2,1.0,0.4,-3.5
SSB-PriA inh,-4.2,-16.6,-8.5,3.2,-15.6,.
SARS 3CLpro inh,-2.3,.,1.1,1.9,-2.1,.
Y pestis TopoI,4.4,4.8,-11.3,-1.3,-0.9,-0.9
DUSP3 inh,11.2,.,7.2,70.8,1.5,.
TcdB GH inh,3.5,-1.2,.,-0.8,.,0.2
MazF activator,0.2,9.5,0.2,-5.7,-2.2,8.7
CCHF vOTU inh,-3.6,-10.2,-3.0,8.0,8.0,-3.2

# Profiles from above.
# Cc1nc(SCC(=O)Nc2nc3ccccc3s2)n[nH]1 across the screens: BH1578 lux ind = i; Rv3671c inh = 1.3; PrPC TRFRET = 5.7; SSB-PriA inh = -4.2; SARS 3CLpro inh = -2.3; Y pestis TopoI = 4.4; DUSP3 inh = 11.2; TcdB GH inh = 3.5; MazF activator = 0.2; CCHF vOTU inh = -3.6
# CCOC(=O)c1cnn2c(N)c(C#N)cnc12 across the screens: BH1578 lux ind = 0.3; Rv3671c inh = -13.0; PrPC TRFRET = -4.3; SSB-PriA inh = 5.1; SARS 3CLpro inh = -0.4; Y pestis TopoI = 2.4; DUSP3 inh = 1.2; TcdB GH inh = 0.3; MazF activator = 3.3; CCHF vOTU inh = -15.2

# Continued.
[37] N/C(=N\OC(=O)c1cc(Cl)ccc1Cl)c1cccnc1
[38] COCCNC(=O)CSc1nc2cc3c(cc2c(=O)n1CCCC(=O)NCCc1ccc(OC)c(OC)c1)OCO3
[39] Cn1c(=O)c([N+](=O)[O-])c(NCc2ccccc2)c2ccccc21
[40] Cc1cccc(C)c1NC(=O)COC(=O)/C=C/c1ccc(S(=O)(=O)N2CCOCC2)cc1
[41] O=C(COC(=O)c1cccc(S(=O)(=O)N2CCCC2)c1)Nc1ccccc1
[42] Cc1ccc(Nc2n[nH]c(C)c2[N+](=O)[O-])cc1C
[43] Cc1ccc(-c2cccc(C(=O)NCCc3ccccc3)n2)c2ccccc12
[44] COc1ccc(S(=O)(=O)N(C)C[C@H]2Oc3ccc(NC(=O)NC4CCCCC4)cc3C(=O)N([C@H](C)CO)C[C@@H]2C)cc1
screen / no.,37,38,39,40,41,42,43,44
BH1578 lux ind,i,-0.2,-16.7,-0.7,i,-0.3,i,i
Rv3671c inh,3.1,3.7,-3.5,-5.2,4.2,-8.8,-12.7,3.5
PrPC TRFRET,5.6,4.5,-4.5,-0.6,-1.9,-6.2,4.1,-4.4
SSB-PriA inh,.,-20.2,-1.2,4.0,2.6,3.2,-8.7,2.7
SARS 3CLpro inh,-4.1,0.9,-2.8,.,6.0,-0.4,2.5,.
Y pestis TopoI,6.3,15.4,-4.0,-1.0,4.5,1.3,45.7,22.5
DUSP3 inh,18.1,3.3,1.2,.,-0.1,7.8,-3.6,.
TcdB GH inh,.,-1.4,.,0.2,0.9,.,-2.1,0.1&1.1
MazF activator,0.3,11.7,7.8,-5.9,-0.5,-1.6,-4.8,-0.6
CCHF vOTU inh,14.2,3.5,-3.7,3.1,-4.1,1.2,14.2,-3.0

# 3 compounds from above, sorted by length of the SMILES, rising.
[37] N/C(=N\OC(=O)c1cc(Cl)ccc1Cl)c1cccnc1
[41] O=C(COC(=O)c1cccc(S(=O)(=O)N2CCCC2)c1)Nc1ccccc1
[44] COc1ccc(S(=O)(=O)N(C)C[C@H]2Oc3ccc(NC(=O)NC4CCCCC4)cc3C(=O)N([C@H](C)CO)C[C@@H]2C)cc1
screen / no.,37,41,44
BH1578 lux ind,i,i,i
Rv3671c inh,3.1,4.2,3.5
PrPC TRFRET,5.6,-1.9,-4.4
SSB-PriA inh,.,2.6,2.7
SARS 3CLpro inh,-4.1,6.0,.
Y pestis TopoI,6.3,4.5,22.5
DUSP3 inh,18.1,-0.1,.
TcdB GH inh,.,0.9,0.1&1.1
MazF activator,0.3,-0.5,-0.6
CCHF vOTU inh,14.2,-4.1,-3.0

# Screens: PubChem, several laboratories

# A portion of the library, so the mix of outcomes need not match the whole.
